LDHA inh: inhibitors of human lactate dehydrogenase A; 0.15% of 480,000 active; purified LDHA, NADH/diaphorase-resazurin fluorescence; stronger effect = lower value; AID 1347041; activity change, % (values are at about 110 or 230 µM); P00338; in the data active = activity change below about -30%; inconclusive = mostly about -25% to -30%;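 note: plate controls were DMSO wells for no effect and wells without enzyme for full effect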
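Enzyme activity of human lactate dehydrogenase 5 (2 nM; 0.06 mM NADH, 0.2 mM pyruvate, 5 min, RT) is measured via a resazurin/diaphorase fluorescence readout of residual NADH.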
POLB inh: blocks human DNA polymerase beta activity; Pol beta primer extension/strand displacement, fluorescence kinetic; P06746; Potency, µM (top dose mostly 114 µM), for the others: at the top dose activity change, negative = inhibition, most hits filed as inhibitors; AID 485314; 1.3% of 340,000 active; note: potency is the fitted concentration of half-maximal effect; % is set by controls: 0 for no effect and ±100 for the full control effect
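Enzyme-only controls used 10 nM Pol beta; buffer lacking enzyme served as negative control. Compound preincubated 15 min, then 50 nM substrate added; 0 and 10 min reads at room temperature.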
Apoferritin bind: binds horse apoferritin like a general anesthetic; P02791; apoferritin/1-aminoanthracene competitive binding, fluorescence; Potency, µM (highest dose often 77.5 µM), for inactives: top-dose activity change, negative = displacement, most hits filed as inhibitors; 0.074% of 350,000 active; AID 485281; note: potency is the fitted concentration of half-maximal effect; % is set by controls: 0 for no effect and ±100 for the full control effect; nearly all actives have a fitted effect of over 20% in size
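Concentration-response curves derived by four-parameter Hill fitting of normalized fluorescence, where compounds displaced 1-AMA from 10 uM horse apoferritin following a brief 10 min room-temperature incubation; propofol titration acted as positive control.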
BLM inh: Bloom syndrome helicase (human) inhibition; P54132; recombinant BLM DNA unwinding, fluorescence dequenching; Potency, µM (titrated, usually from 56.1 µM), for the others: top-dose activity change, negative = inhibition, most hits filed as inhibitors; 0.2% of 350,000 active;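 note: potency is the fitted concentration of half-maximal effect; plate controls were vehicle for no effect and no enzyme for full effect; nearly all actives have a fitted effect of over 35% in size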
POLI inh: blocks human DNA polymerase iota activity; Q9UNA4; Pol iota fluorescent replication assay, 10 min; Potency, µM (series often up to 115 µM), for the others: at the highest dose activity, negative = inhibition, usual class: inhibitors; 1% of 390,000 active; AID 588590; note: potency is the fitted concentration of half-maximal effect
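Fluorescent replication assay read twice, at 0 min and 10 min after adding 50 nM (final) substrate. Enzyme (10 nM) and compounds were first incubated 15 min at room temperature; enzyme-free buffer wells were negative controls.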
POLH inh: inhibitors of human DNA polymerase eta | AID 588591 | Potency, µM (titrated, usually from 114 µM), inactives show at the top dose activity change, negative = inhibition, most hits filed as inhibitors | 1.2% of 390,000 active | recombinant Pol eta, fluorescent DNA replication assay | Q9Y253; note: potency is the fitted concentration of half-maximal effect; % is set by controls: 0 for no effect and ±100 for the full control effect
Target sequence (Q9Y253 whole entry, looked up): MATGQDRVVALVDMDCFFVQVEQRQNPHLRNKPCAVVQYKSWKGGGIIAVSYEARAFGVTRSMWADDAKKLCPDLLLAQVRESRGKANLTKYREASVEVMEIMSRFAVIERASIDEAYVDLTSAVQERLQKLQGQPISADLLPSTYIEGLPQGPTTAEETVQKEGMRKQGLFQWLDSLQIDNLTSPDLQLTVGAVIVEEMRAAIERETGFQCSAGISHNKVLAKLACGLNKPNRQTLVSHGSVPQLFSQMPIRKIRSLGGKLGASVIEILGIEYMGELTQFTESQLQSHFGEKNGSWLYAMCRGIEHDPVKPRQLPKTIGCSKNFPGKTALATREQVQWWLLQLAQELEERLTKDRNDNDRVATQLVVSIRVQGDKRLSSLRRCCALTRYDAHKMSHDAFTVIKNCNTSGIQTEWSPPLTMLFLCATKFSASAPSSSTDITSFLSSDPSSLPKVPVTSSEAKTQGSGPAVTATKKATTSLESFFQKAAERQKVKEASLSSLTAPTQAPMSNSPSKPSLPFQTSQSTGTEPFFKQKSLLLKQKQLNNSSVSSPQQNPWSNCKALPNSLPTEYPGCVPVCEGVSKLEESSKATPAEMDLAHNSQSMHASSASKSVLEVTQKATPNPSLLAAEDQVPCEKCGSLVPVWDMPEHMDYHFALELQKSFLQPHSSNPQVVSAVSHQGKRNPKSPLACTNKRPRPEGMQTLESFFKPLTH
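Pol eta (10 nM) was preincubated with compounds for 15 min at room temperature, after which fluorescent replication substrate (50 nM final) was added to start the reaction. Fluorescence was read kinetically at 0 and 10 min.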
APE1 inh: APE1 (human) endonuclease inhibition; P27695; recombinant APE1, TAMRA/BHQ-2 abasic DNA cleavage fluorescence; Potency, µM (titrated, usually from 65.8 µM), for the others: at the top dose activity change, negative = inhibition, most hits filed as inhibitors; 0.35% of 350,000 active;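 note: potency is the fitted concentration of half-maximal effect; plate controls were vehicle for no effect and reference inhibitor for full effect; nearly all actives have a fitted effect of over 55% in size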
Target sequence (P27695 whole entry, looked up): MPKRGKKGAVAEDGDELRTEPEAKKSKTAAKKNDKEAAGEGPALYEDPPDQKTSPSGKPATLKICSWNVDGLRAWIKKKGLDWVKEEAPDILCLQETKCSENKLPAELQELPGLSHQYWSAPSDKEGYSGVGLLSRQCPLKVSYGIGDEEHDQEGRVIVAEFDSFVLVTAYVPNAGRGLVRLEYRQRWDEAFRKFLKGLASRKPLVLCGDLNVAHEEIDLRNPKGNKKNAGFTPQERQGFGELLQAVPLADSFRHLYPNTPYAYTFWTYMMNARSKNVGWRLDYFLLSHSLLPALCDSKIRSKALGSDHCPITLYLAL
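Endonuclease cleavage of a quenched abasic-site DNA duplex (50 nM) by APE1 (0.75 nM) was tracked by TAMRA dequenching. Compounds were preincubated with enzyme 15 min at room temperature; data normalized to buffer-only and DMSO wells plus NSC13755 control.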
POLK inh: blocks human DNA polymerase kappa activity; Potency, µM (top dose mostly 107 µM), for inactives: at the top dose activity, negative = inhibition, hits mostly inhibitors; 0.53% of 400,000 active; purified Pol kappa, fluorescent DNA synthesis assay, 10 min; AID 588579; note: potency is the fitted concentration of half-maximal effect; % is set by controls: 0 for no effect and ±100 for the full control effect
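Here, compound and 10 nM enzyme are combined for 15 min at room temperature; adding 50 nM substrate (final) starts DNA synthesis, tracked by fluorescence at 0 and 10 min against buffer-only wells.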
GRP78 ERSR act: inducers of ER stress response in human glioma cells; U87-MG GRP78 promoter luciferase reporter, 16 h; Potency, µM, for the others: at the top dose activation, actives largely listed as activators; 0.02% of 420,000 active; AID 602332; note: potency is the fitted concentration of half-maximal effect; series mostly up to about 76 µM; % of control where 0% means no effect; nearly all actives have a fitted effect of over 35% in size
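ERSR induction read as luciferase luminescence (Bright-Glo, 10 min at room temperature) in stably transfected human U87-MG glioma cells exposed to compounds for 16 h, using GRP78 as sensor.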
Numbers without * were called inactive; ? = inconclusive; nt = not tested or not shown; & = joins results of further samples; [ ] = dose if it differs, or a comment. Unless noted, calls come from the whole dose curve; as a rule, active = well fitted curve in the direction sought with a large enough effect; inconclusive = small, poorly fitted or top-dose-only effect, or another doubt; inactive = no such curve, though single readings can be large; an effect the other way counts as inactive or inconclusive.

SMILES | LDHA inh | POLB inh | Apoferritin bind | BLM inh | POLI inh | POLH inh | APE1 inh | POLK inh | GRP78 ERSR act
COc1ccc(Br)cc1C1SCC(=O)Nc2c1c(C)nn2-c1ccccc1C (stereo not drawn) | 4 | -28% | ? | -7% | 15% | nt | nt | -7% | nt
O=[N+]([O-])c1cnc2ccc3ccccc3c2c1 | 6 | -20% | -4% | 0% | 49%[activator] | -4% | 24% | -23% | 4%
CCCc1cc(=O)oc2cc(OCC(=O)N3CCN(Cc4ccc5c(c4)OCO5)CC3)ccc12 | 0 | 2% | ? | -1% | -6% | -10% | 44%[activator] | 7% | 0%
COC(=O)C1=C(c2c(C)noc2C)C[C@@H]2CC[C@H]1N2C(=O)NCCOc1ccccc1 | -6 | nt | nt | nt | 33%[activator] | -20% | 8% | -8% | -1%
COc1ccc(C[C@@H]2NC[C@H](O)[C@@H]2OC(C)=O)cc1 | nt | nt | 2%[29.3 µM] | 1%[21.4 µM] | nt | nt | 22%[21 µM] | -5%[12 µM] | -6%
COC(=O)C1=C(c2cc3ccccc3s2)C[C@@H]2CC[C@H]1N2C(=O)NCCO | 1 | nt | nt | nt | -9% | -4% | nt | -10% | -1%
CC12CN3CCN(C1)CC(C)(C3)C2=NN | -1 | 7% | -6% | -5% | 69%[activator] | -19% | 0% | 5% | -1%
COc1ccc(N2CCN(CCc3ccncc3)CC2)cc1 | 3 | -31% | 6% | -2% | 4% | -24% | 47%[12.4 µM] | 1% | -1%
COC(=O)C1C2c3ccccc3OC1(C)N=c1s/c(=C/c3cn(C)nc3C)c(=O)n12 (stereo not drawn) | -11 | 2% | ? | 0% | -7% | -15% | -4% | 3% | 6%
Cc1ccc(NC(=O)c2snnc2C)cc1Cl | -3 | 1% | -16% | 2% | 56%[activator] | -23% | 6% | 5% | 1%
OC[C@@H]1CCCN2CCCC[C@@H]12 | nt | nt | nt | 1% | nt | nt | 6% | -10%[19.4 µM] | -3%
CCOP(=O)(OCC)/C(C#N)=C/c1cc(OC)ccc1OC | -9 | 5% | 63%[activator] | -3% | -28% | -5% | -3% | -4% | 5%
Cc1ccc(/C=C2/Sc3ccc(C(=O)N4CCC5(CC4)OCCO5)cc3NC2=O)cc1 | -7 | 17% | -3% | -5% | 9% | 1% | 49% | 0% | 2%
Cc1cc(-c2ccc(N)c(C)c2)ccc1N | 6 | nt | nt | nt | -1% | -8% | 0% | -33% | -2%
Cc1ccc(C)c(-c2nnc(NC(=O)C3=COCCO3)o2)c1 | 3 | nt | nt | nt | 37%[activator] | -17% | 29% | -6% | 11%
C[C@]12CC[C@H]3C(CCC4(O)CC(O)CC[C@]34C=O)C1=CC[C@H]2c1ccc(=O)oc1 (stereo partly drawn) | 0 | 15% | -12% | 0% | -2% | -8% | 11% | 13% | -7%
O=C(Cc1ccccc1)N1CCN(Cc2cccnc2)CC1 | ? | -1% | -3% | 0% | 12% | 6% | -2% | -18% | -10%
CCC1C(c2cc(OC)c(OC)c(OC)c2)c2cc3c(cc2OC1N1CCCC1)OCO3 (stereo not drawn) | -4 | nt | nt | nt | 11% | -12% | nt | -2% | -5%
Cc1ccc(-n2nc(C)c(C3C(C#N)=C(N)Oc4c3c(=O)oc3ccccc43)c2Cl)cc1 (stereo not drawn) | nt | 2% | -11% | -9% | nt | nt | 11% | nt | nt
c1ccc2c3c([nH]c2c1)CNCC3 | -6 | 3% | -4% | -11% | 53%[activator] | -14% | -1% | 6% | -2%
COC(=O)CC1NC2CCCCC2NC1=O (stereo not drawn) | -9 | -1% | 2% | 0% | 0% | -6% | 0% | 6% | -5%
COc1cccc(C(=O)C2CCCN(Cc3ccc4nonc4c3)C2)c1 (stereo not drawn) | -1 | -8% | -2% | -4% | 59%[activator] | -21% | 7% | 2% | -3%
O=C1NC(=S)NC(=O)C1=Cc1ccc(Br)s1 | -38* | 9% | -8% | -3% | ? | 22µM* | -2% | ? | -13%
Cc1nnc(NC(=O)c2cccn(Cc3cccc(F)c3)c2=O)s1 | -5 | 9% | 0% | -2% | -19% | -6% | nt | 0%[60.1 µM] | 2%
COc1ccccc1CCNC(=O)CCC(=O)N1CC2C[C@@H](C1)Cn1c2cccc1=O | -11 | 35% | -2% | -2% | -21% | -11% | 0% | 6% | -2%
NC(=O)CN1C2CCC1CC(NC(=O)C1CC1)C2 (stereo not drawn) | -3 | 5% | -4% | 1% | -4% | -6% | 6% | -7% | -3%
COC1=CC(=O)O[C@H](/C=C/c2ccc3c(c2)OCO3)C1 | nt | nt | -1% | 5% | nt | nt | 2% | 13%[60.1 µM] | -9%
CCCn1c(C)cc(C=O)c1C | -8 | -1% | -13% | -3% | 81%[activator] | -21% | -1% | -15% | -2%
C[C@]12CC[C@@H](O)CC1=CCC1C2CC[C@]2(C)C(=O)[C@H](F)CC12 (stereo partly drawn) | -1 | nt | nt | nt | 41%[activator] | -15% | -7% | -7% | -5%
CC1CN(c2ccccn2)C(C)CN1C(=O)C(O)(c1ccccc1)c1ccccc1 (stereo not drawn) | -1 | nt | nt | nt | 13% | -20% | nt | 0% | -3%
COC(=O)C1=C(c2cccc(OCc3ccccc3)c2)C[C@@H]2CC[C@H]1N2C(=O)NCc1ccc(N(C)C)cc1 | -6 | nt | nt | nt | ? | -12% | -14% | -2% | 1%
C=CCC1(CN2CCCC2=O)C(=O)NC(=O)NC1=O | -6 | 6% | -11% | 0% | 8% | -16% | 0% | -11% | -3%
O=C1NC(=O)C(=Cc2ccc(N3CCOCC3)o2)C(=O)N1 | 3 | 20% | -2% | 0% | 21% | 0% | 1% | -13% | 0%
CCCNC1=C(C)C(=O)C2=C(C1=O)C(COC(N)=O)[C@]1(OC)C3NC3CN21 (stereo partly drawn) | 13 | 18% | -13% | -13% | 7.9µM* | ? | -4% | 45µM* | 1%
COC1=CC(=O)OC(CCc2ccc3c(c2)OCO3)C1 (stereo not drawn) | -1 | nt | nt | nt | ? | 6% | 13% | 8% | -1%
COC(=O)C1=C(c2ccccc2OCc2ccccc2)C[C@@H]2CC[C@H]1N2C(=O)NCc1cccc(F)c1 | 1 | nt | nt | nt | 6% | -26% | -4% | -6% | -4%

3 entries out of the list, ordered by SMILES length, falling.
SMILES | LDHA inh | POLB inh | Apoferritin bind | BLM inh | POLI inh | POLH inh | APE1 inh | POLK inh | GRP78 ERSR act
COC(=O)C1=C(c2ccccc2OCc2ccccc2)C[C@@H]2CC[C@H]1N2C(=O)NCc1cccc(F)c1 | 1 | nt | nt | nt | 6% | -26% | -4% | -6% | -4%
C[C@]12CC[C@@H](O)CC1=CCC1C2CC[C@]2(C)C(=O)[C@H](F)CC12 (stereo partly drawn) | -1 | nt | nt | nt | 41%[activator] | -15% | -7% | -7% | -5%
C=CCC1(CN2CCCC2=O)C(=O)NC(=O)NC1=O | -6 | 6% | -11% | 0% | 8% | -16% | 0% | -11% | -3%

(continued)
SMILES | LDHA inh | POLB inh | Apoferritin bind | BLM inh | POLI inh | POLH inh | APE1 inh | POLK inh | GRP78 ERSR act
O=P(N1CC1)(N1CC1)N1CCc2ccccc21 | -9 | nt | nt | nt | 23% | -10% | nt | -17% | 0%
COC(=O)C1=C(c2cc3ccccc3o2)C[C@@H]2CC[C@H]1N2C(=O)NCc1ccc(C(F)(F)F)cc1 | -1 | nt | nt | nt | -12% | ? | nt | -13% | -4%
NC[C@H](O)c1ccc(O)cc1 | nt | nt | 14%[29.3 µM] | -1%[21.4 µM] | nt | nt | 3%[21 µM] | -4%[12 µM] | -4%
Cn1c(O)c(/C=C2\C=c3ccccc3=NC2=O)c(=O)n(C)c1=O | -2 | 39% | 12% | -11% | ? | -7% | 19% | 12% | -1%
O=c1[nH]c(=S)n(C2CC2)c(O)c1C=NCc1cccnc1 | 4 | 10% | -1% | -2% | 5% | -9% | -5% | 8% | -1%
C#CCN1C(=O)S/C(=C\c2ccc(N3CCOCC3)cc2C)C1=O | -11 | -2% | -16% | -6% | 37%[activator] | -17% | ? | -13% | 7%
Cc1cc(C)nc(NC2=NCCS2)n1 | -3 | -12% | -5% | 1% | -2% | -6% | 25% | -5% | -5%
CCN1CC2C3CCC(C)(O3)C2C1 (stereo not drawn) | -5 | 4% | 29% | 5% | -7% | -5% | 73%[activator] | -18% | -1%
CCCCn1c(O)c(C(C)=NC(C)c2ccccc2)c(=O)[nH]c1=O (stereo not drawn) | -4 | -17% | ? | -5% | -4% | -8% | 3% | -15% | 7%
Cc1ccc2[nH]c3c(c2c1)CN(C(=O)CN1C[C@H]2C[C@@H](C1)c1cccc(=O)n1C2)CC3 | 9 | 13% | -7% | 0% | 75%[activator] | -9% | -3% | 7% | -2%
O=C1NC2C(O)C(O)C(O)C(O)C2c2cc3c(c(O)c21)OCO3 (stereo not drawn) | 5 | nt | nt | nt | 25% | -14% | nt | -13% | -5%
O=[N+]([O-])c1ccc(N2CCCCC2)c2ncccc12 | 12 | 13% | ? | -10% | 95%[activator] | -7% | 6% | -3% | 0%
COC(=O)C(O)(c1ccc(NC(=S)NC(=O)c2ccc(Cl)cc2Cl)cc1)C(F)(F)F (stereo not drawn) | -9 | 19% | ? | -6% | -4% | -14% | -5% | -11% | 1%
Cc1noc(C)c1C(=O)N1CCC2(CCCN(CC(C)C)C2)CC1 | nt | nt | nt | 1% | nt | nt | 4% | 0%[60.1 µM] | -3%
Cn1c(O)c(/C=C2/C=CC=N2)c(=O)[nH]c1=O | -2 | 3% | -13% | 0% | -8% | 3% | 2% | -9% | -5%
C#CCOC(=O)C1=CCCN(C)C1 | -11 | 8%[57.1 µM] | nt | -1% | -19% | 2% | -3%&0%&0%&-4% | 1%[60.1 µM] | -4%&-2%&-3%&-4%
Cc1ccc(NC(=O)Cn2c(=O)oc3cc(S(=O)(=O)N4CCCCCC4)ccc32)cc1Cl | -14 | ? | -15% | -9% | -14% | 6% | nt | -15%[60.1 µM] | -2%
C[C@]12C=CC(=O)C=C1CC[C@@H]1C2CC[C@]2(C)OC(=O)CCC12 (stereo partly drawn) | 0 | 22% | 4%&0% | -4%&5% | -3% | -12% | 39% | -1% | -2%&1%
COC(=O)C(O)(c1ccc(N(C)C)cc1)C(F)(F)F (stereo not drawn) | 2 | 6% | ? | 0% | 11% | -4% | -5% | -11% | 2%
O=C(O)c1sc2cc(Cl)ccc2c1Cl | nt | 4% | -7% | 3% | nt | nt | 1% | nt | nt

Only part of the results is shown, so the mix of outcomes need not match the whole.
